EBV LMP1 NFkB: EBV LMP1-driven NF-kappaB luciferase reporter inhibitors, primary screen, cell-based, luminescence, single point; inhibition, % at 12.5 µM; LMP1-induced NF-kappaB luciferase reporter cells; AID 504558, 2011; actives 0.69% (n = 350,000); in the data active means inhibition above about 41%;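 further: 0% = neutral control wells and 100% = reference inhibitor control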
Vif imaging: HIV Vif self-association inhibitors, primary screen, imaging, HEK293T, single point; HEK293T cells, Vif self-association by quenched fluorescence, 24 h; inhibition, % at 7.49 µM; actives 0.35% (n = 340,000); in the data active means inhibition above about 50%, passing the limit was not always enough; further: some results filed as inactive read as strong as hits
COUP-TFII inh: NR2F2 transcriptional activity inhibitors, primary screen, cell-based, luciferase reporter, HEK293T, luminescence; COUP transcription factor 2 (Homo sapiens), P24468; HEK293T NGFI-A luciferase reporter; inhibition, % at 8.6 µM; actives 0.7% (n = 370,000); AID 686940, 2013;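 active means inhibition above a per-plate cutoff, mean inhibition of test wells between control levels plus 3 SD, cut at about 38% in these data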;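 further: cells cotransfected with COUP-TFII expression vector driving the NGFI-A reporter; 0% = median of COUP-TF2 test wells and 100% = reporter-only cells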
Target sequence (P24468 whole entry, looked up): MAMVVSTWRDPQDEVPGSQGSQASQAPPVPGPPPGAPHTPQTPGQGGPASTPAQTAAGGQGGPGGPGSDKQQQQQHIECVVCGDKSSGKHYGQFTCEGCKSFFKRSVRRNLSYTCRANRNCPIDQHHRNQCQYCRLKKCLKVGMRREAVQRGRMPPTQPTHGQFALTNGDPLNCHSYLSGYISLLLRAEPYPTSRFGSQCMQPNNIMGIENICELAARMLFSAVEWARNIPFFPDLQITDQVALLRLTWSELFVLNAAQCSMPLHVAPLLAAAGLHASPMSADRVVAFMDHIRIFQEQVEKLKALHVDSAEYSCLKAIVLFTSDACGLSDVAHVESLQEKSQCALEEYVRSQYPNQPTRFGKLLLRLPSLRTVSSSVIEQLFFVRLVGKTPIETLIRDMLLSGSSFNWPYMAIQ
* = called active by the depositor; / = not tested or not shown.

SMILES	EBV LMP1 NFkB	Vif imaging	COUP-TFII inh
COc1ccc(CS(=O)/C(Cl)=C(/Cl)C(=O)Nc2ccc(OC)nc2)cc1 (stereo not given)	85.0*	/	/
O=c1nc2n(c3c1oc1ccccc13)Cc1ccccc1-2	/	9.6	/
Clc1ccc2c(c1)CCc1cccnc1C2=C1CCNCC1	/	-2.3	/
CC(=O)NC(CC(C)C)C(=O)NC(Cc1ccccc1)C(N)=O (stereo not given)	/	-0.8	/
COc1ccc(O)c(N)c1	/	3.8	/
Cn1nc(-c2ccc(Cl)cc2)nc2c(=O)n(C)c(=O)nc1-2	/	-7.1	/
C#CCOCCOCCOCCNc1nc(N2CCN(C(=O)[C@H](CCCCN)n3cc([C@@H](N)C(C)CC)nn3)CC2)nc(N2CCN(C(=O)[C@H](CCCCN)n3cc([C@@H](N)C(C)CC)nn3)CC2)n1 (stereo not given in full)	/	/	4.2
Cc1ccccc1C1CCC2(CC1)CCN(CC[C@@H](O)c1ccccc1)C2=O (stereo not given in full)	/	/	12.5
Oc1ccc(Nc2ccccc2F)c2cccnc12	/	/	27.3
c1nc(NCC2CCCCO2)c2cc(-c3ccc4c(c3)OCO4)ccc2n1 (stereo not given)	/	/	-0.2
CCC[C@H]1[C@@H](NC(=O)c2cccc(N(C)C)c2)CC[C@@]23CCCN2C(=O)CCC[C@@H]13	/	/	-3.3
O=C(Nc1cc(F)cc(F)c1)OC1CCC12CCC(c1ccccc1)CC2 (stereo not given)	/	/	19.0

Molecules listed so far with fluorine, in the order listed:
SMILES	EBV LMP1 NFkB	Vif imaging	COUP-TFII inh
Oc1ccc(Nc2ccccc2F)c2cccnc12	/	/	27.3
O=C(Nc1cc(F)cc(F)c1)OC1CCC12CCC(c1ccccc1)CC2 (stereo not given)	/	/	19.0

The main list resumes, repeating the 3 entries before the break.
SMILES	EBV LMP1 NFkB	Vif imaging	COUP-TFII inh
c1nc(NCC2CCCCO2)c2cc(-c3ccc4c(c3)OCO4)ccc2n1 (stereo not given)	/	/	-0.2
CCC[C@H]1[C@@H](NC(=O)c2cccc(N(C)C)c2)CC[C@@]23CCCN2C(=O)CCC[C@@H]13	/	/	-3.3
O=C(Nc1cc(F)cc(F)c1)OC1CCC12CCC(c1ccccc1)CC2 (stereo not given)	/	/	19.0
COC(CNC(=O)[C@H](Cc1ccccc1)NC1(C(=O)NC2CCCCC2)CCCCC1)OC	/	/	-36.3
CCC[C@H]1[C@@H](NC(=O)c2ccc(C)cc2)CC[C@@]23CCCN2C(=O)CCC[C@@H]13	/	/	-6.0
COC(CNC(=O)[C@H](Cc1ccccc1)NCC(=O)NC1CCCCC1)OC	/	/	-0.8
O=C(CSc1cc(Cl)ccc1Cl)N/N=C/c1ccc[nH]1	/	/	55.7*
Cc1ccc(S(=O)(=O)N2O[C@@H](c3ccccc3)C[C@H]2CON2C(C)(C)CCCC2(C)C)cc1	/	/	14.7
O=c1cc(N2CCN(c3cccc(C(F)(F)F)c3)CC2)[nH]c(=O)n1C1CCCCC1	/	/	27.0
O=C(NC1CCC1)O[C@H]1CC[C@@]23CCCN2C(=O)CCC[C@H]3C1	/	/	-21.3
O=C(Nc1cccc(F)c1)O[C@@H]1CC[C@@]23CCCN2C(=O)CCC[C@H]3C1	/	/	-17.8
O=C(Nc1ccc(F)cc1)OCCN1CCCC12CCC(c1ccccc1)CC2 (stereo not given)	/	/	21.9
CCCC1CCC2(CC1)CCC2OC(=S)Nc1ccccc1 (stereo not given)	/	/	-1.8
CNC(=O)[C@@H]1CC=C[C@@H]2CCN(c3ccccc3)C(=O)[C@@H]21	/	/	-12.9
Clc1cccc(CNc2nc(-c3ccccn3)nnc2-c2ccccc2)c1	/	/	38.4*

Six compounds from above, ordered by the number in COUP-TFII inh, high to low.
SMILES	EBV LMP1 NFkB	Vif imaging	COUP-TFII inh
Clc1cccc(CNc2nc(-c3ccccn3)nnc2-c2ccccc2)c1	/	/	38.4*
O=c1cc(N2CCN(c3cccc(C(F)(F)F)c3)CC2)[nH]c(=O)n1C1CCCCC1	/	/	27.0
COC(CNC(=O)[C@H](Cc1ccccc1)NCC(=O)NC1CCCCC1)OC	/	/	-0.8
CCCC1CCC2(CC1)CCC2OC(=S)Nc1ccccc1 (stereo not given)	/	/	-1.8
O=C(Nc1cccc(F)c1)O[C@@H]1CC[C@@]23CCCN2C(=O)CCC[C@H]3C1	/	/	-17.8
COC(CNC(=O)[C@H](Cc1ccccc1)NC1(C(=O)NC2CCCCC2)CCCCC1)OC	/	/	-36.3

Other records
SMILES	EBV LMP1 NFkB	Vif imaging	COUP-TFII inh
C[C@H]1[C@@H](OC(=O)NCc2ccc(Cl)cc2)CC[C@@]23CCCN2C(=O)CCC[C@@H]13	/	/	1.9
C[C@H]1[C@@H](N(C)Cc2ccccc2)CC[C@@]23CCCN2C(=O)CCC[C@@H]13	/	/	-1.7
CCCC1CCC2(CC1)CCC2OC(=S)Nc1cccc(C(F)(F)F)c1 (stereo not given)	/	/	-15.1
CCC[C@H]1[C@@H](NC(=O)c2cccc(C)c2)CC[C@@]23CCCN2C(=O)CCC[C@@H]13	/	/	6.6
COc1ccc(C2Nc3ccccc3C(=O)N2Cc2ccco2)cc1COc1c(C)cc(NC(C)=O)cc1C (stereo not given)	/	/	14.3
COc1cccc(OC)c1NC(=O)OCCN1CCCC12CCC(c1ccccc1)CC2 (stereo not given)	/	/	-17.5
CN1C(=O)C(=O)N2C(=C[C@]3(c4c[nH]c5ccccc45)c4ccccc4N[C@H]23)C1=O	/	/	5.4
COc1ccc2cc(-c3cn(C(=O)N(c4ccccc4)c4ccccc4)nn3)ccc2c1	/	/	2.3
CCOC(=O)C1CCN(C(=O)C(C)(C)NC(=O)Nc2ccc3c(c2)CCC3)CC1	/	/	4.0
O=C1CCC[C@H]2C[C@H](NCc3ccc(F)cc3F)CC[C@]23CCCN13	/	/	-7.8
CC(C)N1CCc2c(sc(NC(=O)C(F)(F)F)c2-c2nc3ccccc3s2)C1	/	/	-4.4
CC(C)N1CCc2c(-c3nc4ccccc4s3)csc2C1	/	/	-19.8
C[C@H]1[C@@H](OC(=O)Nc2ccc(Br)cc2)CC[C@@]23CCCN2C(=O)CCC[C@@H]13	/	/	1.1
Cc1ccc(S(=O)(=O)N2CC[C@@]3(Cc4ccccc4)Cc4ccccc4C[C@@H]23)cc1	/	/	5.8
Cc1ccnc(NC(=S)N2CC3CN(c4cccc(C(F)(F)F)c4)CC3C2)c1 (stereo not given)	/	/	12.1
CCn1c(=O)n2n(c1=O)[C@H]1C[N+](Cc3ccc4c(c3)OCO4)=C(N)NC1=C(C)C2	/	/	-6.5
CCCCC(=O)N[C@@H]1CC[C@@]23CCCN2C(=O)CCC[C@H]3[C@H]1C	/	/	-2.6
CCCOc1ccc(-c2nc(CSCC(=O)NC3CC3)c(C)o2)cc1	/	/	2.8
CC(C)c1ccc(C(=O)Nc2cc(Cl)ccc2C(=O)O)cc1	/	/	7.0
O=C(OCC#CCSc1nnc(-c2cccc3ccccc23)o1)c1ccc(F)cc1F	/	/	0.1
O=[N+]([O-])c1ncccc1OCCOc1ccc(Cl)cc1Cl	/	/	1.2
O=C1CCC[C@H]2C[C@H](NCCc3ccncc3)CC[C@]23CCCN13	/	/	8.2
Fc1ccc2nc(COCc3nc4ccc(F)cc4[nH]3)[nH]c2c1	/	/	-29.3
CC(c1ccccc1)N1CC[C@H]2C=CC[C@@H](C(=O)Nc3cccc(Cl)c3)[C@H]2C1=O (stereo not given in full)	/	/	-4.3

Entries from the list above with a thiophene ring, fused or not:
SMILES	EBV LMP1 NFkB	Vif imaging	COUP-TFII inh
CC(C)N1CCc2c(sc(NC(=O)C(F)(F)F)c2-c2nc3ccccc3s2)C1	/	/	-4.4
CC(C)N1CCc2c(-c3nc4ccccc4s3)csc2C1	/	/	-19.8

Remaining list, next part:
SMILES	EBV LMP1 NFkB	Vif imaging	COUP-TFII inh
CN1CCC(N[C@@H](Cc2c[nH]c3ccccc23)C(=O)NCCCc2ccccc2)(C(=O)NCCc2c[nH]c3ccccc23)CC1	/	/	-3.0
NC(=O)c1c(N)[nH]c(C(=O)c2ccccc2)c1-c1cccc2ccccc12	/	/	-6.7
c1coc(CCNc2ncnc3ccc(-c4ccc5c(c4)OCO5)cc23)c1	/	/	-3.6
Oc1ccc(-c2ccccc2F)c2cccnc12	/	/	-2.3
O=C1CCc2cc(S(=O)(=O)Nc3ccc4c(c3)OCCO4)ccc2N1	/	/	-2.5
COc1ccc2cc3cc(C(=O)Nc4ccc(F)cc4)sc3nc2c1	/	/	-8.6
CC[C@@H]1/C(=C/c2ccccc2)N2C(=O)C[C@@H](c3ccccc3)N=C2N1Cc1ccc(OC)cc1OC	/	/	2.7
CCC[C@H]1[C@@H](OC(=O)Oc2ccc([N+](=O)[O-])cc2)CC[C@@]23CCCN2C(=O)CCC[C@@H]13	/	/	-11.1
COc1ccc(/C=C2/CN(Cc3ccc(OC)cc3OC)C3=NC(c4ccc5ccccc5c4)CC(=O)N32)cc1 (stereo not given)	/	/	1.9
CCCC1CCC2(CCCN2CCOC(=O)Nc2ccc(Br)cc2)CC1 (stereo not given)	/	/	6.6
C[C@H]1[C@@H](NC(=O)c2cccc(C(F)(F)F)c2)CC[C@@]23CCCN2C(=O)CCC[C@@H]13	/	/	-0.9
Cc1ccccc1CNC1CCC12CCC(c1ccccc1)CC2 (stereo not given)	/	/	-10.6
COc1ccc2c(c1)N=CN1CCc3c([nH]c4ccccc34)C3=NCC[C@@]321	/	/	-10.2
CCCCN1C(=O)c2ccccc2NC1c1ccc(OC)c(COc2ccc(NC(C)=O)cc2)c1 (stereo not given)	/	/	-19.2
Cc1ccc(OCCOc2c(Cl)cc(Cl)cc2Cl)c([N+](=O)[O-])n1	/	/	-40.8
Cn1nnnc1Sc1ncnc2scc(-c3cnc(N)nc3)c12	/	/	-30.2
CCc1nccn1CC(=O)c1ccc(O)c(O)c1	/	/	3.1
CC(C)c1ccc(NC(=O)O[C@H]2CC[C@@]34CCCN3C(=O)CCC[C@H]4[C@H]2C)cc1	/	/	13.5
COc1cccc(CN[C@@H]2CC[C@@]34CCCN3C(=O)CCC[C@H]4C2)c1	/	/	-9.4
C[C@H]1[C@@H](N(C)CC2CCCCC2)CC[C@@]23CCCN2C(=O)CCC[C@@H]13	/	/	0.2
NC(=O)C1CCN(c2nc(-c3ccc4c(c3)OCCCO4)cs2)CC1	/	/	-58.7
O=C1C[C@H](c2ccc3ccccc3c2)N=C2N1/C(=C\c1ccccc1)[C@@H](c1ccccc1C(F)(F)F)N2Cc1ccc2c(c1)OCO2	/	/	23.5
CCOC(=O)C1CCN(C(=O)C(C)(C)NC(=O)Nc2ccc(OC)c(Cl)c2)CC1	/	/	0.8
CCC[C@H]1[C@@H](OC(=O)N2CCOCC2)CC[C@@]23CCCN2C(=O)CCC[C@@H]13	/	/	11.2
COc1cccc2cc3c(nc12)C[C@@H]1CCCC(=O)N2CCC[C@@]12C3	/	/	-16.1
O=C(NCC(c1ccccc1)c1ccccc1)[C@H](Cc1ccccc1)NC1(C(=O)NC2CCCCC2)CCC1	/	/	8.5
CCOc1ccc(CCNC(=O)c2cc3sccc3n2Cc2ccccc2)cc1OCC	/	/	40.1*
CCCC1CCC2(CCCN2CCOC(=O)NCc2ccccc2)CC1 (stereo not given)	/	/	-2.0
O=C(NCc1ccccc1)O[C@H]1CC[C@@]23CCCN2C(=O)CCC[C@H]3C1	/	/	10.8
CCC(=O)OCCCN1CCC2(CCCCC2)C1=O	/	/	-13.1
Cc1cc2c(s1)c1cnn(Cc3c(Cl)ccc(C)c3F)c(=O)c1n2C	/	/	2.5
Nc1[nH]c(C(=O)c2ccccc2)c(-c2ccc3ccccc3c2)c1C(=O)NCCc1ccc(Cl)cc1	/	/	11.8
COc1ccc2c(c1)NC(=O)[C@@]2(CCN1C(=O)c2ccccc2C1=O)c1[nH]c2ccccc2c1CCN1C(=O)c2ccccc2C1=O	/	/	-6.1
O=C1C(=O)N(Cc2ccc(-c3ccc(Cl)nc3)cc2)c2ccc(OC(F)(F)F)cc21	/	/	-20.6
CN(C)c1cccc(-c2cnc(N3CCC(C(N)=O)CC3)nc2)c1	/	/	-3.3
CCCCNC(=O)O[C@H]1CC[C@@]23CCCN2C(=O)CCC[C@H]3C1	/	/	5.0
CCN(Cc1cccs1)c1ncnc2ccc(-c3ccc4c(c3)OCO4)cc12	/	/	5.8
C[C@H]1[C@@H](OC(=O)Nc2ccc(Cl)cc2)CC[C@@]23CCCN2C(=O)CCC[C@@H]13	/	/	-6.5
CC(C)=CC([C@]12C[C@H](CO)N[C@@H]1Nc1ccccc12)S(=O)(=O)c1ccccc1 (stereo not given in full)	/	/	20.7
CNc1nc(N)c([N+](=O)[O-])c(Nc2cccc(Br)c2)n1	/	/	-13.2

An excerpt; rates above refer to the full screens.
